MgcRacGAP inhibition – MgcRacGAP GTPase-activating activity inhibitors, confirmation, biochemical, ADP Hunter fluorescence; MgcRacGAP-stimulated Rac1 GTP hydrolysis, ADP Hunter fluorescence; higher % means a stronger effect; GST-tagged Rac1 F28L mutant substrate; inhibition, % at 30 µM, or IC50 in µM where a hit was titrated; 340,000 tested, 0.6% active; AID 624330;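 active = first-screen hits whose inhibition reached a set limit at any dose in the follow-up dose series; inconclusive = inhibition above the set first-screen limit but never retested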;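 note: fluorescence reports GDP produced by GAP-driven GTP hydrolysis; strong numbers were not always called active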
LYP phosphatase – inhibitors of LYP phosphatase, biochemical, fluorescence intensity, uHTS (AID 1779) | one-dose inhibition, % at 11.5 µM; IC50 in µM for titrated hits | recombinant LYP phosphatase, fluorescence intensity; higher % means a stronger effect | 290,000 tested, 0.054% active; in the data active = inhibition above about 50%;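 note: plate controls were vehicle with enzyme for no effect and no enzyme for full effect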
SV40 large T antigen – TAg ATPase/helicase activity blockers – biochemical (AID 1903) | SV40 large T antigen ATPase/helicase inhibition assay; higher % means a stronger effect | inhibition, % at 20 µM, or IC50 in µM where a hit was titrated | 310,000 tested, 0.39% active; in the data active = a potency from the dose series; inconclusive = inhibition mostly from about 32% at the one dose, without a potency; inactive = the rest, 99 in 100 with inhibition below about 32%; note: strong numbers were not always called active
RSV CPE inhibition – RSV antiviral activity via CPE protection, HEp-2 cells, primary 10 µM value included (AID 2391); 310,000 tested, 0.13% active; CPE inhibition, % at 10 µM, or IC50 in µM where a hit was titrated; HEp-2 cells, RSV-induced CPE inhibition; higher % means a stronger effect; in the data active = a potency from the dose series; inconclusive = CPE inhibition mostly from about 23% at the one dose, without a potency; inactive = the rest, 99 in 100 with CPE inhibition below about 21%; note: strong numbers were not always called active
HIV fusion peptide – cell-free HIV fusion peptide-binding blockers – biochemical, uHTS, fluorescence dequenching, primary screen (AID 1986); cell-free peptide binding, fluorescence dequenching, 30 min; higher % means a stronger effect; one-dose inhibition, % at 20 µM; IC50 in µM for titrated hits; 290,000 tested, 0.3% active; in the data active = inhibition mostly above about 52%, no sharp cut-off; inactive = mostly below about 76%; note: some results filed as inactive read as strong as hits
XIAP antagonists – XIAP antagonists, biochemical, IAP family, fluorescence polarization (AID 1018); XIAP BIR domain, fluorescence polarization peptide displacement; higher % means a stronger effect; displacement, % at 20 µM; hits with a dose series show IC50 in µM; 200,000 tested, 0.007% active; in the data active = displacement above about 50%; note: a part of the inactive calls stands beside numbers as strong as those of hits
NS5 inhibitors – flavivirus cap methylation enzyme inhibition – biochemical, confirmation dose response, primary screen (AID 588689). Dengue-2 NS5 methyltransferase capping enzyme assay, biochemical; higher % means a stronger effect. one-dose inhibition, % at 25 µM; IC50 in µM for titrated hits. 340,000 tested, 0.3% active; in the data active = a potency from the dose series; inconclusive = inhibition above about 29% without an active follow-up result
AID2073 – inhibitors of Mint1-CaV2.2 protein interaction, biochemical, HTRF (AID 2073) | HTRF protein-protein interaction, Mint1-CaV2.2; higher % means a stronger effect | inhibition, % at 20 µM; hits with a dose series show IC50 in µM | 290,000 tested, 0.19% active; in the data active = inhibition mostly above about 51%, no sharp cut-off; inconclusive = no clear call, values can overlap the other calls; inactive = mostly below about 53%; note: some results filed as inactive read as strong as hits
Siah-1 displacement – blockers of Siah-1 interaction with plectin peptide – biochemical, fluorescence polarization, rhodamine-plectin, uHTS, primary screen (AID 1817) | 290,000 tested, 0.02% active | one-dose displacement, % at 20 µM; IC50 in µM for titrated hits | Siah-1 / rhodamine-plectin peptide fluorescence polarization; higher % means a stronger effect;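 active = displacement of at least 50% at 20 µM, with a fluorescence ratio check between 0.3 and a set limit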;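 note: plate controls were Siah plus tracer with DMSO for no effect and tracer alone without Siah for full effect; strong numbers were not always called active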
NS5 inhibitors pilot replicate – further read-out of NS5 inhibitors, marked with its call; inhibition, %; measured here: pilot screen replicate inhibition
Numbers without * were called inactive; ? = inconclusive; / = not tested or not shown.

SMILES	MgcRacGAP inhibition	LYP phosphatase	SV40 large T antigen	RSV CPE inhibition	HIV fusion peptide	XIAP antagonists	NS5 inhibitors	AID2073	Siah-1 displacement	others
Cc1ccccc1-c1nc2cc(Cl)ccc2o1	7%	1%	13%	2.6%	2.5%	-2.9%	-1%	8%	3%
CCC(=O)N1CC23C=CC(CC2CC12CCCCC2)O3 (configuration not stated)	2%	-8%	-2%	1.3%	-0.5%	0.0%	2%	-4%	-3%
CCCCc1nnc(SCC(=O)Nc2nccs2)n1C	7%	-10%	14%	0.9%	0.1%	/	-6%	9%	7%
CCc1cccc(NC(=O)Cn2cc3c(n2)CCCC3)c1	1%	3%	0%	-0.1%	3.3%	-16%	6%	9%	0%
Cc1nn(Cc2n[nH]c(=S)n2Cc2ccccc2)c(C)c1Cl	7%	-11%	4%	1.9%	4.8%	0.7%	-11%	-4%	-1%
COc1ccc(NC(=O)COn2nnc3ccc(Cl)cc32)cc1OC	2%	0%	4%	1.2%	-2.4%	2.5%	0%	49%	3%
Cc1ccc2oc(C(=O)Nc3nnc(CC(C)C)s3)c(C)c2c1	6%	-3%	5%	1.1%	0.0%	/	-1%	3%	8%
CC(C)=NOc1nc(NC(=O)NS(=O)(=O)c2ccccc2Cl)nc(N(C)C)n1	-14%	/	4%	0.4%	/	/	5%	/	/
COc1ccc(Cl)c2sc(N(CCN(C)C)C(=O)CCS(=O)(=O)c3ccc(C)cc3)nc12	1%	/	9%	1.2%	/	/	7%	/	/
O=C(O/N=C/c1cccc([N+](=O)[O-])c1)C1CC1	13%	-2%	13%	2.6%	-0.9%	-4.0%	-6%	36%	7%
COc1ccc(C2C3=C(CC(C)(C)CC3=O)N(C)C3=C2C(=O)CC(C)(C)C3)cc1OC	10%	-10%	5%	4.1%	-1.9%	/	-3%	9%	-3%
NS(=O)(=O)c1ccc(CCNC(=O)C2CCC(CNS(=O)(=O)c3ccc(Br)s3)CC2)cc1 (configuration not stated)	-5%	-7%	13%	-1.4%	-0.7%	-17%	-6%	17%	16%
CNC(=O)c1cc2c(ccc3ccccc32)oc1=N	/	-25%	2%	1.1%	2.1%	-5.8%	/	29%	-1%
c1ccc2c(c1)oc1c(N3CCOCC3)ncnc12	-2%	-5%	2%	1.3%	-2.0%	-1.7%	4%	0%	1%
CCCCNS(=O)(=O)c1cccc(S(=O)(=O)N2CCCC2)c1	6%	-2%	2%	1.0%	0.8%	-3.4%	1%	-4%	-2%
C/C(=N\NC(=O)Nc1ccccc1)c1ccccc1	5%	-4%	16%	5.7%	-0.8%	-0.6%	-2%	2%	2%
Cc1ccc(S(=O)(=O)NC(=O)COc2ccccc2C(N)=O)cc1	6%	13%	4%	-0.6%	0.0%	-0.9%	-2%	-3%	0%
CC(C)CC(=O)NC(=S)NCCc1ccccc1	5%	-5%	4%	10%	-1.5%	-3.5%	1%	-8%	-1%
COc1ccccc1C(CNC(=O)c1cccc(NS(=O)(=O)c2ccc(C)c(F)c2)c1)N1CCCC1 (configuration not stated)	7%	/	7%	0.1%	/	/	-12%	/	/
Cc1cc(C(=O)N2CCCC(N3CCN(Cc4ccc5c(c4)OCO5)CC3)C2)n[nH]1 (configuration not stated)	10%	-3%	14%	-0.5%	1.3%	/	6%	4%	-1%
Cc1ccc(S(=O)(=O)N2CCCCC2C(=O)Nc2nncs2)cc1 (configuration not stated)	6%	-7%	8%	0.8%	1.0%	/	-1%	-3%	7%
COc1ccc(CC(=O)Nc2sc3c(c2C#N)CC(C)(C)NC3(C)C)cc1OC	9%	-4%	8%	2.6%	1.5%	/	-1%	2%	5%	NS5 inhibitors pilot replicate=1.8
Cc1cc(CN(C)C(=O)c2cc(COc3ccc(F)cc3Cl)on2)n[nH]1	10%	-13%	12%	25µM*	1.4%	-3.7%	-5%	48%	2%
Cn1c(-c2ccc(F)cc2)cc2onc(-c3ccccc3Cl)c2c1=O	3%	/	16%	0.3%	/	/	-5%	/	/
CC(=O)C(=[N+]=[N-])C(=O)NCc1ccccc1	3%	-4%	2%	2.8%	4.0%	-3.3%	0%	-3%	5%

Next entries.
SMILES	MgcRacGAP inhibition	LYP phosphatase	SV40 large T antigen	RSV CPE inhibition	HIV fusion peptide	XIAP antagonists	NS5 inhibitors	AID2073	Siah-1 displacement	others
Cc1cc(COC(=O)C2N3C(=O)[C@@H](NC(=O)COc4ccccc4)[C@H]3SC2(C)C)on1 (some centres not stated)	4%	-18%	4%	0.1%	1.3%	/	-2%	-4%	-2%
O=C(NCc1ccc2c(c1)OCO2)C1CC(=O)N(CCc2ccc(Cl)cc2)C1 (configuration not stated)	7%	-7%	11%	1.5%	0.0%	/	-6%	-2%	11%
COc1cc(/C=C/c2nc3ccccc3c(=O)[nH]2)cc(Cl)c1O	10%	-8%	8%	4.2%	-1.2%	/	-29%	-2%	6%
O=C(NCCCN1CCCCC1)C1CCCN(c2ncnc3c2nc2n3CCCCC2)C1 (configuration not stated)	14%	-8%	14%	1.2%	-0.5%	/	0%	8%	4%
COc1ccc(C(=O)O/N=C(\C)c2cnccn2)cc1	0%	-4%	-4%	1.7%	1.3%	-3.4%	-1%	1%	6%
COCCNC(=O)Cn1nc(-c2ccccc2C)ccc1=O	9%	-12%	4%	0.5%	0.3%	/	3%	6%	8%
CC(=O)c1cccc(NC(=S)NCCC2=CCCCC2)c1	9%	1%	4%	1.6%	2.7%	-4.3%	-1%	-2%	8%
CCOC(=O)c1c(C)[nH]c(C)c1S(=O)(=O)Nc1ccc(CN2CCCCC2)cc1	4%	-8%	0%	-1.2%	1.4%	/	-15%	2%	15%
COC(=O)[C@@H]1C[C@H]2CC[C@H](O)C[C@H]2N1Cc1ccc(C(C)(C)C)cc1	7%	-7%	13%	-1.9%	0.4%	/	-5%	7%	-3%
O=[N+]([O-])c1ccccc1Nc1nc(-c2cccnc2)cs1	13%	-8%	14%	?	-0.6%	/	-3%	4%	-1%	NS5 inhibitors pilot replicate=-0.6
Cc1ccc(S(=O)(=O)Cn2nnnc2C(c2ccccn2)N2CCN(c3ccccc3)CC2)cc1 (configuration not stated)	11%	5%	-3%	9.5%	-1.6%	-3.4%	-1%	6%	4%
O=C(O)CSc1nnc(CNc2ccc(Cl)cc2)n1Cc1ccccc1	-1%	-7%	9%	1.1%	5.5%	-2.5%	-9%	0%	1%
CC(C)[C@H](NC(=O)[C@@H]1Cc2ccccc2CN1)C(=O)NC1CCCCC1	-8%	-10%	8%	2.7%	-1.0%	/	-1%	7%	4%
CCN(CC)C(=O)CN(c1cccc(OC)c1)S(=O)(=O)c1ccc(C)cc1	7%	-6%	3%	1.0%	-2.9%	-0.8%	-61%	-4%	3%
CCOC(=O)C1=C(C)NC(=O)C(C(N)=O)C12CCCC2 (configuration not stated)	9%	-6%	-2%	-0.6%	-7.0%	-3.4%	?	2%	3%
Cc1ccc(/C(O)=C2/C(=O)C(=O)N(Cc3ccco3)C2c2cccs2)cc1 (configuration not stated)	15%	-7%	17%	1.6%	0.8%	-6.7%	12%	8%	2%
CC1CCCN(C2(O)C(=O)Nc3ccc(Cl)cc32)C1 (configuration not stated)	4%	3%	7%	1.4%	-0.9%	/	-3%	8%	-1%
CCC(C)NC(=O)CSc1nc(-c2cccs2)cc(C(F)(F)F)n1 (configuration not stated)	1%	2%	19%	7.4%	2.4%	-5.6%	3%	5%	-2%
COc1cccc(NC(=O)CCCCCn2nnc3ccccc3c2=O)c1	-7%	-1%	16%	1.4%	0.0%	/	-5%	8%	1%
C=C(C)c1cccc(C(C)(C)NC(=O)N2CCOCC2)c1	3%	-9%	3%	1.0%	2.3%	-0.5%	0%	6%	0%
O=C(NCC1CCCO1)c1ccc2c(c1)N(Cc1ccc(F)cc1)CCS2 (configuration not stated)	17%	-13%	47%	1.8%	-1.0%	/	2%	22%	-4%
O=C(NNc1c2ccccc2nc2ccccc12)c1ccc(Cl)cc1	7%	-17%	18%	5.2%	-3.5%	/	-4%	48%	2%
O=C1N(Cc2ccccc2)CCCC12CCCN(Cc1ccccc1)C2=O	6%	-5%	4%	4.6%	-2.1%	-3.6%	-4%	-10%	-1%
Cc1cc(Oc2ccccc2)nc(OCC#N)n1	3%	0%	-3%	2.5%	-1.9%	-10%	-8%	-12%	-5%
CCn1cc([N+](=O)[O-])c(C(=O)N2N=C(c3ccc4ccccc4c3)CC2c2ccccc2O)n1 (configuration not stated)	5%	6%	13%	-2.0%	0.5%	1.3%	-1%	19%	6%

Part of the list above in order of formula weight, rising.
SMILES	MgcRacGAP inhibition	LYP phosphatase	SV40 large T antigen	RSV CPE inhibition	HIV fusion peptide	XIAP antagonists	NS5 inhibitors	AID2073	Siah-1 displacement	others
COc1ccc(C(=O)O/N=C(\C)c2cnccn2)cc1	0%	-4%	-4%	1.7%	1.3%	-3.4%	-1%	1%	6%
CCOC(=O)C1=C(C)NC(=O)C(C(N)=O)C12CCCC2 (configuration not stated)	9%	-6%	-2%	-0.6%	-7.0%	-3.4%	?	2%	3%
CC1CCCN(C2(O)C(=O)Nc3ccc(Cl)cc32)C1 (configuration not stated)	4%	3%	7%	1.4%	-0.9%	/	-3%	8%	-1%
O=C(NNc1c2ccccc2nc2ccccc12)c1ccc(Cl)cc1	7%	-17%	18%	5.2%	-3.5%	/	-4%	48%	2%
Cc1ccc(/C(O)=C2/C(=O)C(=O)N(Cc3ccco3)C2c2cccs2)cc1 (configuration not stated)	15%	-7%	17%	1.6%	0.8%	-6.7%	12%	8%	2%

Following part.
SMILES	MgcRacGAP inhibition	LYP phosphatase	SV40 large T antigen	RSV CPE inhibition	HIV fusion peptide	XIAP antagonists	NS5 inhibitors	AID2073	Siah-1 displacement	others
Cn1c(NNC(=O)CCC2CCCCC2)cc(=O)n(C)c1=O	-2%	-6%	10%	3.0%	0.7%	-1.1%	-8%	-2%	-1%
Cc1c(CC(=O)N[C@@H](C)C(=O)O)c(=O)oc2cc3c(cc12)CCC(C)(C)O3	4%	-13%	7%	0.7%	1.2%	/	-7%	14%	-2%
Cc1occc1C(=O)NN=C1C2CC3CC(C2)CC1C3	4%	-8%	5%	0.1%	3.2%	-18%	-4%	8%	2%
O=c1[nH]c(N2CCN(c3ccccc3)CC2)nc2c1CCC2	-2%	0%	10%	0.9%	-0.8%	-0.6%	5%	-4%	0%
CCOC(=O)c1ccc(S(=O)(=O)N2CCN(CC(O)COc3cccc(C(C)=O)c3)CC2)cc1 (configuration not stated)	6%	-3%	10%	2.5%	0.6%	/	2%	-8%	9%
O=C(NCc1ccc2c(c1)OCO2)c1nn(-c2ccccc2)c(=O)c2ccccc12	14%	-10%	13%	1.7%	-1.5%	-4.1%	-8%	16%	4%	NS5 inhibitors pilot replicate=-5.3
CCOC(=O)c1c(NC(=O)c2ccco2)sc2c1CCCCC2	13%	1%	4%	1.9%	-1.4%	-1.5%	-1%	12%	3%
C/C(=N/NC(=O)c1ccc(Br)s1)c1cccnc1	8%	-13%	5%	1.1%	-1.1%	/	-1%	13%	-6%
O=S(=O)(Nc1nc2ccccc2nc1-[n+]1cccc(N=C([O-])c2ccc(Cl)cc2)c1)c1ccccc1	/	6%	9%	/	3.6%	/	/	-2%	10%
CCCOc1c(Br)cc(C(=O)OCC(=O)NC2CC2)cc1OC	4%	/	21%	0.3%	/	/	-7%	/	/

This is a random part of the collection (roughly 1.7% active in at least one column).
